# Screening results: PubChem BioAssay, National Center for Advancing Translational Sciences (NCATS)
# N370S GC mod: N370S glucocerebrosidase modulation, Gaucher chaperone candidate | N370S GC spleen homogenate, 4MU-glucoside fluorescence | P04062 | AID 2101 | hit rate 0.092% among 330,000 | Potency, µM (top dose mostly 59.4 µM), inactives show top-dose activity change, negative = inhibition, hits mostly inhibitors;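 further: 0% = full enzyme activity and -100% = no enzyme basal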
# FEN1 inh: inhibitors of human flap endonuclease 1; P39748; Recombinant FEN1 flap cleavage, fluorescence, 15 min; Potency, µM (highest dose often 114 µM), inactives show top-dose activity change, negative = inhibition, usual class: inhibitors; hit rate 0.35% among 390,000; further: nearly all actives have a fitted effect of over 65% in size
# Target sequence (P39748 whole entry, looked up): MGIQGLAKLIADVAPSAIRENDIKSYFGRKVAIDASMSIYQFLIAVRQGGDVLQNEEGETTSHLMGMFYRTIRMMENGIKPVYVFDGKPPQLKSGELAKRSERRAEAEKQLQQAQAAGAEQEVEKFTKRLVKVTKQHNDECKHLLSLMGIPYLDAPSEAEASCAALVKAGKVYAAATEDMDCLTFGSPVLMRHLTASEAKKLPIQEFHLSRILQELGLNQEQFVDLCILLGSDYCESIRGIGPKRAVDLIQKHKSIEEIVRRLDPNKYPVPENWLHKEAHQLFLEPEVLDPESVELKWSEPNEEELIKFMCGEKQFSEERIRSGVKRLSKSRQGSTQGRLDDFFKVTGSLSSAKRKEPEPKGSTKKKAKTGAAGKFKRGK
#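 In this screen, 50 nM flap DNA substrate was added to 10 nM FEN1 pretreated with compound for 15 min at room temperature; cleavage was followed with reads at 0 and 15 min, and Hill fitting gave concentration–response parameters.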
# DT40 TDP1 CPT: growth inhibition of DT40 Tdp1-/-;hTDP1 cells with camptothecin (screen for TDP1 inhibitors). chicken DT40 Tdp1-/-;hTDP1 cells + 20 nM CPT, ATP luminescence, 48 h. Potency, µM (series often up to 46.2 µM), inactives show at the highest dose activity change, negative = growth inhibition, actives largely listed as inhibitors. hit rate 12% among 420,000; further: nearly all actives have a fitted effect of over 55% in size
#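 Cell growth measured by CellTiter-Glo luminescence after a minimum 48 h, 37 C compound exposure with 20 nM CPT in Tdp1-knockout DT40 cells stably expressing hTDP1, seeded 400/well; qHTS titration format.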
# Starred values were filed as active, the others as inactive; ? = inconclusive; . = not tested or not shown; & = joins results of further samples; [ ] = dose if it differs, or a comment. The call rests on the fitted dose curve; in most records, active means well fitted curve in the direction sought with a large enough effect; inconclusive means small, poorly fitted or top-dose-only effect, or another doubt; inactive means no such curve, though single readings can be large; an effect the other way counts as inactive or inconclusive. Unless noted, on the % scale 0 is the no-effect control and ±100 the full control effect; potency means the concentration at half of the fitted maximal effect. Some of the compounds tested; the hit share may differ from the screen's.
mol	N370S GC mod	FEN1 inh	DT40 TDP1 CPT
O=C(Cn1c(=O)c2ccccc2n(CC(=O)Nc2ccc(F)cc2F)c1=O)NCCc1ccccc1	.	-4.2%	-10.1%
CCOc1ccc2c(=O)c(-c3ccc4c(c3)OCCCO4)c(C)oc2c1	7.6%	-0.4%	18.4µM*
CCOc1ccc(OCCCCOc2ccccc2C(C)=O)cc1	7.0%	-13.8%	?
O=C(Nc1nc(=O)c2ccccc2s1)c1ccc(Cl)cc1	-1.0%	-0.9%	?
Cc1nnc(NC(=O)c2ccc3ccccc3n2)s1	4.6%	-4.3%	?
COc1cccc(NC(=S)N2CCC(NC(=O)C3CCCCC3)CC2)c1	-5.3%	3.7%	-0.2%
Cc1ccccc1-c1cc(N2CCN(C)CC2)ncn1	-5.0%	.	6.4%
COc1ccc(C)cc1NC(=O)CSc1nnc(CC(=O)Nc2ccccc2F)n1C	7.6%	-2.2%	-4.9%
CCCn1c(=O)n(C)c(=O)c2c(SCC(=O)NCc3ccco3)nc(C3CC3)nc21	-1.7%	-0.4%	?
CCCCc1c(O)nc2ccccn2c1=O	-9.9%	6.0%	-7.7%
CCc1ccc(NC(=O)CCn2c(-c3ccc(OC)cc3)cc(C(C)=O)c2C)cc1	.	-27.0%	16.4µM*
COc1ccc(C(=O)CC(=O)C(=O)Nc2ccc(C)c(Cl)c2)cc1	-13.4%	-25.5%	?
CN1CCN(CC(=O)Nc2c(C(=O)c3ccccc3)oc3ccccc23)CC1	-11.5%	?	?
CCN(CC(=O)Nc1ccc2c(c1)OCCO2)Cc1nc2cc(Cl)ccc2c(=O)[nH]1	.	-7.3%	?
COCCCC1CCN(C(=O)C2CCC(=O)N(CC3CCCCC3)C2)CC1 (stereo unspecified)	-8.4%	7.4%	-2.5%
COc1ccc2c(c1)cc1c(=O)n(CC(=O)NC(C)C)nc(C)n12	.	18.2%	-6.4%
CCOC(=O)C(/C(C)=N/NC(=O)c1ccccc1[N+](=O)[O-])C(C)C (stereo unspecified)	-24.4%	16.0%	-18.0%
COc1ccc(CN2CC[C@H]3C=CC[C@@H](C(=O)NCc4cccnc4)[C@H]3C2=O)cc1OC	.	?	13.3%
Cc1cccc(C)c1NC(=O)COC(=O)c1ccccc1Nc1ccccc1	29.9%	-8.6%	?
Cc1ccccc1N(CC(=O)N/N=C/c1ccc(Cl)cc1)C(=O)c1ccccc1	11.6%	-13.3%	-8.6%
CCCCCOC(=O)Cn1c(SCC(=O)Nc2ccccc2)nc2c1c(=O)[nH]c(=O)n2C	-12.4%	-2.4%	?
Cn1c(=O)c(Nc2ccc(Cl)cc2)c2c3c(cccc31)C(=O)c1ccccc1-2	19.5%	-10.4%	?
O=C(OCCNC(=O)c1ccc2ccccc2n1)c1cccnc1	6.5%	3.0%	-14.3%
COc1ccc(NC(=O)CN(c2ccc(C)cc2)S(=O)(=O)c2c(C)nn(C)c2C)cc1	-6.4%	-7.3%	-16.8%

# Some of the entries so far, field by field.
COc1ccc(CN2CC[C@H]3C=CC[C@@H](C(=O)NCc4cccnc4)[C@H]3C2=O)cc1OC
  N370S GC mod: .
  FEN1 inh: ?
  DT40 TDP1 CPT: 13.3%

Cc1cccc(C)c1NC(=O)COC(=O)c1ccccc1Nc1ccccc1
  N370S GC mod: 29.9%
  FEN1 inh: -8.6%
  DT40 TDP1 CPT: ?

Cc1ccccc1N(CC(=O)N/N=C/c1ccc(Cl)cc1)C(=O)c1ccccc1
  N370S GC mod: 11.6%
  FEN1 inh: -13.3%
  DT40 TDP1 CPT: -8.6%

CCCCCOC(=O)Cn1c(SCC(=O)Nc2ccccc2)nc2c1c(=O)[nH]c(=O)n2C
  N370S GC mod: -12.4%
  FEN1 inh: -2.4%
  DT40 TDP1 CPT: ?

# Next records
mol	N370S GC mod	FEN1 inh	DT40 TDP1 CPT
COc1cc2cc(CN(CCc3cccc(C)c3)C(=S)NCCCN(C)C)c(=O)[nH]c2cc1OC	-21.3%	2.0%	-28.6%
CCOCCCNCC(=O)Nc1ccccc1N1CCOCC1	1.7%	-6.9%	-10.4%
CN1CCN(c2ccccc2NC(=O)c2ccc(F)cc2)CC1	-5.7%	-14.6%	2.7%
CC(C)(C)c1ccccc1NC(=O)c1ccco1	6.4%	2.2%	-5.0%
O=C(CCc1nnc(CCCCc2ccccc2)o1)N1CCCCC1CCO (stereo unspecified)	-14.0%	-10.6%	-13.2%
Cc1cc(C)nc(Nc2nc(-c3ccccc3)cs2)n1	0.1%	2.9%	-9.8%
CN(C(=O)Cc1ccccc1)n1cnnc1	4.9%	0.8%	-7.9%
O=C(Cc1ccccc1)NCC(=O)N/N=C/c1ccc(Cl)cc1	-0.6%	14.8%	?
O=C(c1ccc(S(=O)(=O)N2CCOCC2)cc1)N1CCN(C2=NS(=O)(=O)c3ccccc32)CC1	-6.3%	?	-26.2%
COC(=O)CSC1=C(C#N)C(c2ccc(C(C)C)cc2)CC(=O)N1 (stereo unspecified)	-0.2%	-14.6%	?
COc1ccc(C(=O)NCC(=O)OCC(=O)Nc2cc([N+](=O)[O-])ccc2F)cc1	4.8%	4.5%	0.6%
Cc1cc(C)c(S(=O)(=O)NCC(c2ccco2)S(=O)(=O)c2cccs2)c(C)c1 (stereo unspecified)	.	-18.3%	?
Cc1ccc(NS(=O)(=O)c2c(C(=O)N3CCOCC3)c(C)n(C)c2C)cc1C	-1.7%	1.1%	-24.1%
CCCN(CCC)CCc1cccc2c1CC(=O)N2	-3.3%&7.9%	?	-6.0%
COC(=O)c1ccc(CSc2nc(C(F)F)cc(C)c2C#N)o1	.	-2.1%	?
CC(C)CCn1cnc2c([nH]c3cccc(Cl)c32)c1=O	5.8%	-0.6%	-5.7%
CC(=O)c1ccccc1NC(=O)CN1C(=O)NC2(CCCCCCC2)C1=O	.	-0.4%	-25.3%
COc1ccc(C)cc1NS(=O)(=O)c1cccc2nonc12	8.2%	-6.6%	-23.3%
CCC(C)c1ccc(S(=O)(=O)N2CCN(CC(O)COCC3CCCO3)CC2)cc1 (stereo unspecified)	-2.7%	-6.6%	-2.9%
Cc1cc(C)n2nc(SCC(=O)NCc3ccco3)nc2n1	-14.1%	-4.3%	2.3%
CCCCN(CCCC)CCCNC(=O)C1CC(c2cc(C(F)(F)F)cc(C(F)(F)F)c2)=NO1 (stereo unspecified)	.	-4.6%	-1.2%
Cc1cc(C=O)c(C)n1-c1ccc(NC2CCCC2)c([N+](=O)[O-])c1	6.3%	-3.9%	?
COc1ccc2oc(C(=O)CCC(=O)O)c(N)c2c1	3.8%	26.1%	-22.2%
Oc1ccccc1C1CC(c2cccs2)=NC(c2ccc(Cl)cc2)N1 (stereo unspecified)	-5.0%	7.6%	20.6µM*
CCOc1ccccc1-c1noc(CSc2nnc(-c3ccccc3)n2-c2cccc(C)c2)n1	.	-4.9%	?
CCCN1C2CCCC1CC(NC(=O)c1ccccc1)C2 (stereo unspecified)	7.6%	-3.5%	-14.0%
CCc1cccc(NC(=O)c2ccc3c(c2)N(Cc2cccc(Cl)c2)C(=O)c2ccccc2S3=O)c1 (stereo unspecified)	.	2.3%	-23.1%
O=[N+]([O-])c1cccc(-c2cc(C(F)(F)F)n3nc(-c4ccccc4)cc3n2)c1	8.8%	3.2%	2.3%
O=C(NC1CCCCC1)[C@@H]1CSC2c3ccccc3C(=O)N21 (stereo partly specified)	-7.5%	10.1%	-5.4%
O=C(O)CSc1nccn1-c1cccc(Cl)c1	-3.9%	-2.8%	-20.2%
Cn1nc(CC(=O)Nc2ncc(Br)s2)c2ccccc2c1=O	3.9%	3.9%	10.3µM*
CSc1ccccc1C(=O)Nc1ccc2c(c1)OCCO2	-9.3%	-4.5%	-7.6%
CN(C)c1ccc(N=Nc2ccc(S(=O)(=O)O)cc2)cc1	.	3.1%	-6.1%
CCN(Cc1ccccc1)C(=O)c1ccc(C)c(S(=O)(=O)N2CCCCC2)c1	.	-8.2%	?
O=C(CN1C(=O)C(=O)c2ccccc21)NC1CCCCC1	-13.3%	-3.6%	25.9µM*
CC1C(=O)Nc2ccccc2N1C(=O)c1ccc(O)cc1 (stereo unspecified)	3.8%	-5.8%	4.5%
Cc1ccccc1NC(=O)CNc1ccccc1N1CCCCC1	-0.7%[2.35 µM]	-8.8%	?
Cc1ccc(NC(=O)CS(=O)CC(=O)Nc2ccccc2-c2ccc(C)o2)cc1 (stereo unspecified)	6.6%	-7.4%	?
COc1cccc(NC(=S)N(CCCN2CCOCC2)Cc2cn(C)c3ccccc23)c1	2.82µM*	-5.7%	9.2µM*
COc1ccc(S(=O)(=O)Nc2cccnc2)c(Cl)c1Cl	-7.0%	2.3%	-12.4%
CC1CC(C)CN(S(=O)(=O)N2CCC(C(=O)NCCc3ccccc3)CC2)C1 (stereo unspecified)	-17.6%	16.4%	-13.3%
CN(/N=C/c1ccc(Cl)cc1)c1ncc(Cl)cc1C(F)(F)F	6.5%	-6.3%	4.6%
C[C@H](CO)N1C[C@H](C)[C@@H](CN(C)Cc2ccccc2)Oc2c(NS(=O)(=O)c3cn(C)cn3)cccc2C1=O	.	1.1%	?
COc1ccc(Cn2cccc(NC(=O)Nc3ccc(C#N)cc3)c2=O)cc1	3.9%	-5.1%	-8.2%
O=C(Nc1cccc(-c2ccc(N3CCOCC3)nn2)c1)c1ccccc1Cl	-2.3%	3.9%	-29.8%
COc1cccc(OC)c1C(=O)NC(=S)Nc1ccc2c(c1)OCCO2	-8.9%	-6.7%	-2.2%
Cc1ccc(NC(=O)CN2C(=O)NC(C)(CCc3ccccc3)C2=O)cc1 (stereo unspecified)	-10.1%	-1.3%	4.6%
CCc1ccc([C@H]2C(C(=O)O)=C[C@@H](C(C)(C)C)N2S(=O)(=O)c2ccc(C)cc2)cc1	.	1.5%	-13.0%
Cc1ccc(S(=O)(=O)NCC(=O)N2CCN(c3ccccc3F)CC2)cc1	-14.7%	-1.3%	9.5%
CC[C@H](C)[C@H](NC(=O)c1ccccc1)C(=O)NC(CC(=O)O)c1ccc(F)cc1 (stereo partly specified)	-3.8%	-1.5%	0.5%
CCOc1ccc(S(=O)(=O)n2ccc(C)n2)cc1	-3.1%	13.7%	9.9%
CC(C)c1ccc(NS(=O)(=O)c2ccc3c(c2)oc(=O)n3C)cc1	-13.7%	3.1%	18.4µM*
CC(=O)c1c(C)[nH]c(C(=O)CN(C)CC(=O)Nc2ccccc2Cl)c1C	.	-13.8%	?
CCOC(=O)CNc1nc(C(C)(C)C)nc2c1nnn2Cc1ccccc1Cl	16.1%	-9.7%	?
COC(=O)c1ccc(C(=O)NC2CCCc3c2cnn3-c2ccccc2F)nc1 (stereo unspecified)	2.8%	14.5%	5.17µM*
Cc1ccc(NC(=O)CC2Sc3ccc(C(F)(F)F)cc3NC2=O)cc1 (stereo unspecified)	.	-4.2%	-7.9%

# (cont.)
mol	N370S GC mod	FEN1 inh	DT40 TDP1 CPT
CCc1ccc(C(=O)N/N=C(\C)c2ccncc2)s1	4.7%	3.0%	-5.5%
COc1ccccc1OCC(=O)Nc1cc(C)ccc1NC(=O)c1ccco1	2.8%	0.3%	-3.6%
CCc1cccc2c(C(=O)COC(=O)c3ccc(O)cc3)c[nH]c12	-14.1%	3.4%	?
CCc1ccc(C(=O)c2c(N)c(-c3nc(-c4ccc5c(c4)OCO5)cs3)c3ccccn23)cc1	.	-2.4%	-8.6%
Cc1c(NC(=O)COC(=O)COc2ccc(Nc3ccccc3)cc2)c(=O)n(-c2ccccc2)n1C	-3.7%	-2.0%	-1.4%
COc1cc2c(cc1OC)CN(C(=S)Nc1ccc(OC(F)F)cc1)CC2	-2.3%	2.1%	-5.1%
COc1ccc(N2CCN(C(=O)c3ccc(C)c(NC(=O)C4=C(C)OCCS4)c3)CC2)cc1	-3.7%	-9.0%	-29.1%
COc1ccc(-c2nc3cnc(N4CCOCC4)nc3n(-c3ccccc3)c2=O)cc1	0.5%	.	-1.7%
O=C1c2ccccc2C(=O)c2cc(N3CCCCC3)ccc21	.	2.4%	?
Cc1nn(-c2ccccc2)c2nc(-c3ccco3)cc(C(=O)O)c12	-6.9%	?	-20.3%
CN(C)c1ccc(-c2nc3ccccc3n2C)cc1	-15.3%	-5.0%	13µM*
Cc1ccc(NC(=S)NNC(=O)C2CC2c2ccc(C)cc2)cc1 (stereo unspecified)	1.8%	-5.8%	1.7%
Clc1cccc(C2CCN(Cc3nc(CC4CC4)no3)C2)c1 (stereo unspecified)	-16.3%	-3.1%	-11.0%
Cc1cc(C)c(NC(=O)Cc2csc(C)n2)c(Cl)c1	.	-9.2%	?
Cn1nc(C(=O)NNC(=O)CCOc2ccc(C(C)(C)C)cc2)c2ccccc2c1=O	.	-5.0%	-4.5%
